Source: PubChem BioAssay (Sanford-Burnham Center for Chemical Genomics)
HKDC1 inhibitor: blocks human hexokinase HKDC1 activity; Q2TB90; recombinant HKDC1, G6PDH/diaphorase resazurin coupled fluorescence; 340,000 compounds, 0.16% hits; inhibition, % at 20 µM;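 active means inhibition above about 35% when tested at 20 µM, limit read from the data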;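 further: plate controls were DMSO wells with enzyme for no effect and DMSO wells lacking enzyme for full effect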
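Test system: Recombinant HKDC1 (HK5) hexokinase enzyme, produced in-house | Input: HKDC1 at 5 µg/mL | Buffer or medium: Tris pH 8.0 buffer with MgCl2, Tween-20, BSA, BME | Schedule: 90 min reaction incubation at room temperature, dark | Technique: Resazurin-to-resorufin fluorescence via G6PDH and diaphorase coupling, 525/613 nm | Controls: DMSO wells with and without enzyme mix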
SENP8 block-1: inhibitors of human SENP8 protease; recombinant SENP8, Nedd8 substrate fluorescence; AID 602440; inhibition, % at 20 µM; 360,000 compounds, 0.64% hits; in the data active means inhibition mostly above about 40%, no sharp cut-off; inactive means mostly below about 27%
UBC13 inh: human UBC13 polyubiquitination inhibition; inhibition, % at 20 µM; 330,000 compounds, 0.47% hits; AID 485273; UBC13 polyubiquitin chain formation, TR-FRET; in the data active means inhibition above about 45%, passing the limit was not always enough
Target sequence (P61088 whole entry, looked up): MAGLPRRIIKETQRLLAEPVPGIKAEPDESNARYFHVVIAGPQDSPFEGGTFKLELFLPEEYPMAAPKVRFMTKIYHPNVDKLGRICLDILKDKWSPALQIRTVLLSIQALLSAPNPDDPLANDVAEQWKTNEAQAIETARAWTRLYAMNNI
SENP8 block-2: inhibitors of human SENP8 protease; Q96LD8; purified SENP8, Z-RLRGG-aminoluciferin cleavage, luminescence; inhibition, % at 10 µM; 330,000 compounds, 1.2% hits; AID 2540; in the data active means inhibition above about 50%
SENP7 block: inhibitors of human SENP7 protease. AID 434973. 330,000 compounds, 1.5% hits. inhibition, % at 5 µM. recombinant SENP7, Z-RLRGG-aminoluciferin luminescence, 40 min. Q9BQF6;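 active means inhibition above about 50% at the single test dose, limit read from the data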;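 further: plate controls were DMSO with enzyme for no effect and no enzyme buffer wells for full effect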
Target sequence (Q9BQF6 706-1050 limits assumed): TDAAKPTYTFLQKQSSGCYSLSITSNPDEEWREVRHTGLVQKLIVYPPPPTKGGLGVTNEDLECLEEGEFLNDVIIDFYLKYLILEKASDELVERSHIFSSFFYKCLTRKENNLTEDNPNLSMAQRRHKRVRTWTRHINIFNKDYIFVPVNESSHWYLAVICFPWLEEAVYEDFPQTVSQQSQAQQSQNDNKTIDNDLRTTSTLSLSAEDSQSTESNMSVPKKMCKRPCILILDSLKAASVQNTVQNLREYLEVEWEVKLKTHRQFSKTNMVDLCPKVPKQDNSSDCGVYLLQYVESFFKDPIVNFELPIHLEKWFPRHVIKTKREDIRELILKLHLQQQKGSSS
SENP1 inh: inhibitors of human SENP1 SUMO protease catalytic domain. Q9P0U3. recombinant SENP1 catalytic domain, CyPet-SUMO1-YPet FRET cleavage. inhibition, % at 10 µM. 360,000 compounds, 0.21% hits. AID 624204;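 active means inhibition at least 30% at 10 µM, raw YFP signal under a set limit, fluorescence ratio 0.5 to 1.5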;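 further: 0% = enzyme with DMSO and 100% = no enzyme wells; some results filed as inactive read as strong as hits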
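Material – human SENP1 catalytic domain · Input – SENP1 enzyme, 20 pM final · Compound dosing – single concentration of 10 µM compound, 0.5% DMSO final · Timing – enzyme reaction for 50 min at room temperature, dark · Measured by – FRET fluorescence in CFP and YFP emission channels · Control set – no-enzyme wells low, DMSO-plus-enzyme wells high control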
SENP6 inh: SENP6 protease inhibition; Q9GZR1; Recombinant SENP6 catalytic domain, aminoluciferin luminescence; inhibition, % at 10 µM; 330,000 compounds, 1.8% hits; AID 2599;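 active means inhibition above about 50% at the single tested dose, limit read from the data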;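 further: plate controls were DMSO wells with enzyme for no effect and DMSO wells lacking enzyme for full effect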
Target sequence (Q9GZR1 628-1112 limits assumed): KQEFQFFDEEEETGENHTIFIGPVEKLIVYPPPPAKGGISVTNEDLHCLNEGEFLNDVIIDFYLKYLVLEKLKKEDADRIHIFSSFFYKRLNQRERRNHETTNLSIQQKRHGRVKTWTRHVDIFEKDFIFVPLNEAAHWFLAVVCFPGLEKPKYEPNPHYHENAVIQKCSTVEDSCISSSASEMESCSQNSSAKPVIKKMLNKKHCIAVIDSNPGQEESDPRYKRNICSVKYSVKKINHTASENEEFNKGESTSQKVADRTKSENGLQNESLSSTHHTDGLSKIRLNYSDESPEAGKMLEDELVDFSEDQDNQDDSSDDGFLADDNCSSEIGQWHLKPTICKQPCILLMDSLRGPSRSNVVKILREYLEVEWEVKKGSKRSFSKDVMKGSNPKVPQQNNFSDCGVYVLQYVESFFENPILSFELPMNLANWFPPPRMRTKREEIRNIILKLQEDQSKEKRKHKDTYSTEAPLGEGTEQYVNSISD
MIN6 prolif: inducers of beta-cell replication in MIN6 cells; AID 2380; MIN6 cells proliferation, ATPlite luminescence, 48 h; cells starved in 0.2% serum; 100% = growth in 10% serum; 330,000 compounds, 0.29% hits; proliferation, % at 10 µM;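 active means compounds whose signal lies at least 3.5 SD above the mean of all wells on their plate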;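 further: 0% = DMSO-treated cells in low-serum medium and 100% = 10% serum control; some compounds called inactive have numbers as strong as hits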
PfG6PD inh: PfG6PD (Plasmodium falciparum) enzyme inhibition; AID 504690; 350,000 compounds, 0.78% hits; inhibition, % at 20 µM; PfGluPho enzyme, NADPH resazurin-diaphorase fluorescence;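 active means inhibition reaching at least a set limit at 20 µM in the primary screen, cut at about 59% in these data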;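 further: 0% = DMSO wells with substrate and 100% = DMSO wells lacking glucose-6-phosphate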
Starred values were filed as active, the others as inactive; x = no result given. Compounds as they come. About 4% of those tested had a hit in this group.

SMILES	HKDC1 inhibitor	SENP8 block-1	UBC13 inh	SENP8 block-2	SENP7 block	SENP1 inh	SENP6 inh	MIN6 prolif	PfG6PD inh
CCc1nc2ccccc2c(C(=O)OCC(=O)NC(=O)c2cccn2C)c1C	9	-14	-4	-9	-12	-15	-7	1	-1
CC1c2cccn2CCN1S(=O)(=O)c1ccc(F)cc1 (stereo not drawn)	-1	-13	6	-3	1	-22	5	3	11
O=C(CCn1cccc1)NC1CCCc2ccccc21 (stereo not drawn)	3	10	3	-3	2	0	-20	-5	-6
CCOn1c(=O)c(=O)n(OC)c2ccccc21	2	10	-9	-13	1	3	-36	-2	-7
N#Cc1cc(C(=O)c2cc(Br)ccc2O)cn(C2CC2)c1=O	0	10	-9	-6	-1	-27	1	2	14
Cc1ccc(S(=O)(=O)N2CCN(C(=O)CCn3cncn3)CC2)cc1C	3	14	-1	-4	1	0	-25	0	-25
O=C(NCc1ccccc1Cl)C1CCN(C(=O)c2sccc2-n2cccc2)CC1	-3	4	6	1	8	-1	-10	1	8
COc1cccc(NC(=S)NN=C2CCC(C(C)(C)C)CC2)c1 (stereo not drawn)	-17	47*	-6	-4	-10	3	7	-2	7
COc1ccccc1CC(=O)N1CCCc2ccccc21	3	15	-9	-9	-6	2	-6	-5	-2
COc1ccc(S(=O)(=O)N(C)c2ccc(C(=O)N3CCCCC3)cc2)cc1	-3	1	-1	2	-13	-1	-3	0	-3
O=C(NCCc1ccc(Cl)cc1)C1CCN(C(=O)N2CCOc3ccccc32)CC1	-3	6	1	3	3	0	-8	0	-9
CCCCCCCCCCCCCCCC(O)C[N+](C)(C)CCO (stereo not drawn)	0	10	x	x	x	0	x	x	-5
CCn1c(C)nc2cc(C#N)ccc21	-4	11	-5	-1	7	4	0	4	0
COC(=O)Cc1c(C)c2ccc(OCC(=O)N3CCC(C)CC3)c(C)c2oc1=O	-3	-468	7	-6	11	-3	-5	-2	-10
COc1cc(CNCC(C)C)cc(Br)c1OCC(=O)Nc1ccccc1	-2	12	14	7	-1	-2	8	-3	5
COc1ccccc1OCC(=O)OCn1c(SC)nnc(C)c1=O	-5	14	3	2	6	5	-4	-3	3
CCCCn1c(=O)[nH]c(=O)c2c1nc(-c1ccc(OC(F)F)c(OC)c1)n2C	-4	-186	-1	0	-5	0	-19	0	-6
Cc1ccc(C(=O)N/N=C/c2ccc(-c3ccc(Br)cc3[N+](=O)[O-])o2)o1	17	-33	-38	9	-4	3	18	-7	51
CC1Cc2ccccc2C(=O)N1 (stereo not drawn)	-2	20	4	1	-3	1	-17	-1	2
Cn1cccc1Cc1nnc(SCC(=O)Nc2cccc(F)c2)n1CCc1ccccc1	-2	-8	15	0	-4	1	-11	-5	18
Cc1ccc(Cn2c(=N)c(S(=O)(=O)c3ccc(Br)cc3)cc3c(=O)n4ccccc4nc32)cc1	-1	-37	-13	-5	1	-33	7	1	-1
CNC(=S)N1N=C(c2ccc(OC)cc2)CC1c1ccc(N(C)C)cc1 (stereo not drawn)	-2	-12	8	-3	19	-38	17	1	2
COc1ccc(S(=O)(=O)N(C)CC(=O)N2CCC(C(N)=O)CC2)cc1	-6	24	-10	-5	-7	2	-11	-3	-6
Cc1cnc(C(=O)Nc2cc(S(=O)(=O)N3CCOCC3)ccc2N2CCN(C)CC2)cn1	-8	34	1	-4	1	2	-8	0	-9
CCOc1ccc(OCCC(=O)OCC(=O)Nc2cccc(S(=O)(=O)N3CCCCC3)c2)cc1	3	18	x	x	x	2	x	x	4
CCOC(=O)c1c(C)n(C)c2ccc(OC(=O)c3ccoc3)cc12	12	5	0	-10	-14	1	-10	-1	-1
CC(=O)Nc1nc(SCC(=O)NCc2ccc(F)cc2)[nH]c(=O)c1NC(=O)c1cccs1	-9	-2	3	0	4	1	5	2	-11
O=C(O)Cc1csc(-c2cccc(F)c2)n1	-4	11	-1	-2	-4	1	-6	-1	-6
COc1ccc(NC(=O)C(Cc2ccccc2)n2cccc2)cc1OC (stereo not drawn)	16	20	12	-6	-2	0	-13	6	-5
Cn1cnnc1SCC(=O)Nc1ccc2nc(SCc3ccccc3Cl)sc2c1	7	19	5	-8	6	-4	-3	-3	-16
COc1ccc(NC(=O)CCSCCc2ccccn2)cc1OC	-4	13	-13	4	5	2	0	-3	26
O=C(CNC(=O)c1ccccc1Cl)OCC(=O)N1CCc2ccccc21	-2	28	10	18	5	-1	-14	-2	-6
COc1cc(C(N)=O)cc(Br)c1OC	-6	24	7	7	1	2	-19	0	7
CCOC(=O)C1CSC(CC(=O)Nc2ccc(Cl)cc2)C(=O)N1 (stereo not drawn)	-5	22	-7	2	-1	1	-6	-1	-7
Cc1ccc(S(=O)(=O)NCCCNC(=O)c2ccccc2)cc1	-9	10	9	-2	-2	1	5	2	-1
CCSc1nc2ccccc2n1C(=O)c1ccc(S(=O)(=O)N2CCCCC2)cc1	-2	-4	-6	1	-10	1	-6	-3	3
O=C(COC(=O)C1CCCO1)Nc1nc(-c2ccc(F)cc2)cs1 (stereo not drawn)	-3	2	2	32	26	-1	22	5	0
CCOC(=O)N1CCN(S(=O)(=O)N2CCCC(C(=O)NCc3ccc(OC)cc3)C2)CC1 (stereo not drawn)	0	3	-2	-6	-9	-1	19	-2	-16
COc1ccc(N2C(=O)C3CCCN3C2c2ccc(F)cc2)cc1Cl (stereo not drawn)	9	0	4	-5	6	-3	-3	-3	14
CNC(=S)N(Cc1ccc(Cl)cc1)Cc1cccs1	-3	-4	3	-6	1	2	7	-3	12
COc1ccc(Cl)cc1C(=O)Nc1ccccc1N1CCN(C)CC1	-7	8	12	1	-13	2	-2	-3	5
CCOC(=O)NC(=O)C(=CNc1ccccc1OC)C(=O)NC(=O)OCC	1	-1	4	4	4	-1	-4	0	4
Cc1ccccc1/C=N/n1c(COc2ccccc2)n[nH]c1=S	-1	11	1	3	-4	3	-24	0	15
COCc1nc2ccccc2n1Cc1ccccc1Br	-2	5	8	4	-5	-1	3	-2	-10
O=C(CNC(=O)c1ccco1)NCC(=O)OCc1ccc(Cl)cc1	-1	21	2	-5	-5	1	-13	0	-22
CC(=O)OCC(=O)[C@@]12OC(C)(C)O[C@@H]1CC1C3C[C@H](F)C4=CC(=O)C=CC4(C)[C@@]3(F)C(O)CC12C (stereo partly drawn)	-2	4	-9	-3	-4	1	-12	-6	7
O=C(O)CCSc1nnnn1-c1ccccc1	2	20	-2	0	5	0	-8	2	-7
O=C(Nc1ccc(OC(F)(F)F)cc1)c1cnc2n(c1=O)CCS2	-2	1	1	-14	-8	2	-24	1	-3
COc1ccc(N=C2S/C(=C\c3ccc(C)s3)C(=O)N2CC(C)C)cc1	-2	44*	-2	-6	-1	3	3	1	3
COc1cc(S(=O)(=O)Nc2ncccc2C)c(OC)cc1Cl	-6	-86	-2	1	4	4	4	0	-16
OC[C@H]1OC(O)[C@H](O)[C@@H](O)[C@H]1O (stereo partly drawn)	-6	2	3	4	-1	4	-8	-3	-7
COc1ccccc1N/C(=N/S(=O)(=O)c1ccc(C)cc1)c1ccc(Cl)cc1	7	14	3	-10	1	0	-3	0	0
COc1cccc(C(c2cccc(OC)c2)c2ccccc2C(=O)O)c1	-3	10	x	x	x	4	x	x	-14
Cc1c(Cl)cccc1NC(=S)N(CCN(C)C)C(C)c1ccco1 (stereo not drawn)	3	18	4	3	5	0	8	0	5
NC(=O)c1cccc(N=Cc2cc(Cl)cc(Cl)c2O)c1	9	-141	x	x	x	-24	x	x	19
Cc1ccc(-n2ncc3c2CCCC3NC(=O)c2ocnc2C)cc1C (stereo not drawn)	-6	3	11	-5	-11	0	-3	-7	6
Cc1cc(OCC(=O)OCC(=O)NCc2ccc3c(c2)OCO3)ccc1Cl	-5	-2	6	3	-7	2	-5	-1	15
COc1ccc(OCC(=O)N/N=C(\C)c2cccs2)cc1	-4	11	-4	-10	-5	3	-2	-1	-4
Cc1nnc(SCCCCSc2nnc(C)c(=O)[nH]2)[nH]c1=O	-4	1	4	3	8	2	12	-1	-19
O=C(COC(=O)CCSc1ccccc1)Nc1ccccc1Br	4	10	12	3	-10	3	-7	0	8
Following part
SMILES	HKDC1 inhibitor	SENP8 block-1	UBC13 inh	SENP8 block-2	SENP7 block	SENP1 inh	SENP6 inh	MIN6 prolif	PfG6PD inh
CC(C)C(NC(=O)CNC(=O)OC(C)(C)C)C(=O)NCc1ccc(Cl)cc1 (stereo not drawn)	-9	17	-1	2	-5	1	-8	0	-9
CCOC(=O)Nc1cc(C)ccc1OC	6	14	0	-7	-2	1	0	0	13
CC1CCN(C(=S)c2cn(Cc3cccc(F)c3)c3ccccc23)CC1	0	8	3	20	3	-1	-9	-5	2
CSc1nnc(CCNS(=O)(=O)c2ccc(Br)cc2)n1C	0	9	2	5	-1	0	-26	4	-4
Nc1cc(N2CCCCCC2)c2nonc2c1[N+](=O)[O-]	5	11	-40	-1	-3	-92	-14	3	8
COc1ccc(NC(=O)C2C(=O)N(C)C3(C)CC2c2ccccc2O3)cc1 (stereo not drawn)	-1	10	1	0	-5	2	-1	2	8
Cc1ccc(COn2c(-c3ccc(Cl)cc3)nc3ccc([N+](=O)[O-])cc32)cc1	0	22	-10	42	56*	0	67*	-3	53
Cc1ccc(S(=O)(=O)N2CCC(C(=O)NNC(=O)c3ccc(F)cc3)CC2)cc1	-6	2	5	0	-6	-3	4	-5	18
CCCS(=O)(=O)Nc1ccc2cn[nH]c2c1	2	6	-4	-13	-13	-8	-6	-1	-9
O=C(Nc1ccc2c(c1)OCCO2)c1coc2ccccc2c1=O	-2	-226	6	86*	98*	-50	98*	0	9
COc1ccc(C(=O)CSc2nccc(=O)[nH]2)cc1	5	9	3	-5	-2	1	-9	-1	-33
CC(C)(C)c1ccc(NC(=S)NCc2cccs2)cc1	-3	17	9	0	7	0	-5	-6	-11

No new results follow: an excerpt of the list.
SMILES	HKDC1 inhibitor	SENP8 block-1	UBC13 inh	SENP8 block-2	SENP7 block	SENP1 inh	SENP6 inh	MIN6 prolif	PfG6PD inh
COc1ccc(C(=O)CSc2nccc(=O)[nH]2)cc1	5	9	3	-5	-2	1	-9	-1	-33
CC(C)(C)c1ccc(NC(=S)NCc2cccs2)cc1	-3	17	9	0	7	0	-5	-6	-11

(more compounds)
SMILES	HKDC1 inhibitor	SENP8 block-1	UBC13 inh	SENP8 block-2	SENP7 block	SENP1 inh	SENP6 inh	MIN6 prolif	PfG6PD inh
CCCCCC(O)CCC(=O)NNC1=CC(=O)CC(C)(C)C1 (stereo not drawn)	-6	13	5	0	6	1	-10	-3	8
S=C(c1ccc(-c2ccccc2Cl)o1)N1CCOCC1	-7	15	0	11	3	-1	12	-2	62*
N#C/C(=C\c1cccnc1)C(=O)Nc1ccc(O)cc1F	2	6	0	-9	-8	0	-10	-4	27
Cc1cccc(/C=N/c2sc3c(c2C(=O)OC(C)(C)C)CCN(C)C3)c1O	-2	-11	28	2	4	-36	-1	0	16

Entries listed so far that bear a hit mark in PfG6PD inh:
Structure	HKDC1 inhibitor	SENP8 block-1	UBC13 inh	SENP7 block	SENP1 inh	SENP6 inh	PfG6PD inh
S=C(c1ccc(-c2ccccc2Cl)o1)N1CCOCC1	-7	15	0	3	-1	12	62*
